# Screening data as filed in PubChem BioAssay.
# LYP act: increases human PTPN22 phosphatase activity; activation, % at 2 µM; AID 697; actives 0.11% (n = 96,000); recombinant LYP, DiFMUP fluorescence; 0 = plate median, 100 = signal doubled;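 active = activation at 2 µM above a set limit, the mean plus 5 SD, cut at about 37% in these data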
# Target sequence (Q9Y2R2 whole entry, looked up): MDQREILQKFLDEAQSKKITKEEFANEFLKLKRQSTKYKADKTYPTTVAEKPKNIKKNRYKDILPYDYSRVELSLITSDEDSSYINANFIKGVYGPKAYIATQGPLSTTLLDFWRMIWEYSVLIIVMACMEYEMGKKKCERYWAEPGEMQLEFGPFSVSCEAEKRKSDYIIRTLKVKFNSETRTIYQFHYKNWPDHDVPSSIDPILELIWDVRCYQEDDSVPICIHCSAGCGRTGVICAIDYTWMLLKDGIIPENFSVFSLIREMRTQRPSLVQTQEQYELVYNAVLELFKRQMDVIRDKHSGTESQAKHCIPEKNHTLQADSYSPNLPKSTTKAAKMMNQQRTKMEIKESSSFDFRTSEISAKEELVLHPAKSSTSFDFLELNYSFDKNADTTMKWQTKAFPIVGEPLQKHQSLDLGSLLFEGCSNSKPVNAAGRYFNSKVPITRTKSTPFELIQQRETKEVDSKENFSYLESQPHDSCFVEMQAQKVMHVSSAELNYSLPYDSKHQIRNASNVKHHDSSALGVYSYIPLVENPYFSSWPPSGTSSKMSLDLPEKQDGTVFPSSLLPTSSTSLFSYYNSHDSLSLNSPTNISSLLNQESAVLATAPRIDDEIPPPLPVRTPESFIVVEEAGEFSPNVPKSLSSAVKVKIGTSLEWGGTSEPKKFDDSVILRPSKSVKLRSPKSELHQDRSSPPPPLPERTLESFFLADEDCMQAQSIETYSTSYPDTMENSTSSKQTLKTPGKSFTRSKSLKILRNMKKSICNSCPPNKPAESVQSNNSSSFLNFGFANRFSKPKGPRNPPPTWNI
# hDAT+cocaine: changed human dopamine transporter uptake under cocaine IC80. Q01959. LLC-PK1 hDAT cells, [14C]-dopamine uptake with cocaine IC80; actives deviate in either direction. B-score at 10 µM. actives 1.3% (n = 110,000);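 active = Z score or B-score, a plate-position-corrected score, falls beyond the plate's 99.7% confidence bounds, in either direction; inactive = both scores lie inside the 99.7% bounds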;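 also: scored against the spread of the other compound wells on the same plate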
# PostGolgi ctrl: yeast control strain growth, post-Golgi counter-screen; efflux-deficient yeast background strain, growth absorbance A615, 16 h; inhibition, % at 10 µM; actives 5% (n = 98,000); AID 738
# PTPN22 inh 2: inhibitors of human LYP (PTPN22) phosphatase; Q9Y2R2; recombinant LYP catalytic domain, DiFMUP fluorescence; inhibition, % at 2 µM; actives 0.21% (n = 96,000); AID 640;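 active = inhibition at 2 µM at or above a set limit, the screen mean plus 3 SD, cut at about 24% in these data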;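 also: 0% = DMSO with enzyme and 100% = enzyme fully blocked by orthovanadate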
# CYP2C9 inhib: human CYP2C9 inhibition | AID 777 | CYP2C9 Supersomes, luciferin-H conversion, luminescence | inhibition, % at 5 µM | actives 20% (n = 96,000) | P11712;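 active = blocking of liver enzyme CYP2C9 beyond about 50% at 5 µM, limit read from the data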; also: values of inactives mirror those of a sister screen read the other way
# CYP2C9 act: increases human cytochrome P450 2C9 activity; P11712; activation factor at 5 µM; AID 1024; actives 1.4% (n = 96,000); recombinant CYP2C9, luciferin-H conversion, luminescence; active compounds read high; factor 1 = untreated enzyme, 0 = blocked;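 active = activation factor of 2 or more for CYP2C9 at a 5 µM dose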;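 also: 0 = sulfaphenazole-blocked wells and 1 = vehicle-only wells; values of inactives mirror those of a sister screen read the other way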
# Pyk2 oligo antag: blocks oligomerization of human Pyk2 in cells | Q14289 | Q293 cells, Pyk2 FERM NanoBiT luminescence; active compounds read low | z-score (the deposit names both 25 µM and 10 µM) | actives 0.83% (n = 99,000) | AID 1347419;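 active = Z-score of -3 or lower, scaled per plate to the spread of control and sample wells; inactive = z-score above -3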;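 also: negative z-score means lost luminescence so less FERM oligomerization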
# Ecoli WT expand: growth inhibitors of E. coli BW25113 wild type; OD600 absorbance; growth inhibition, % at 100 µM; actives 0.15% (n = 98,000);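 active = growth inhibition above about 50% at one test dose, limit read from the data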;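 also: growth measured after 20 h incubation at 37 °C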
# PostGolgi yeast: growth inhibition of a yeast mutant, post-Golgi transport screen; inhibition, % at 10 µM; actives 0.9% (n = 98,000); post-Golgi transport phenotypic cell assay; AID 739;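 also: yeast cells grown in 1536-well plates; yeast grown about 18 h at 30C before absorbance read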
# An asterisk follows results filed as active; . = no result given. Rule as the data show it, unless noted: active = inhibition above about 30%; inactive = the rest. Rows were taken by chance; any-hit rate near 24%.
# Values run as follows: LYP act, hDAT+cocaine, PostGolgi ctrl, PTPN22 inh 2, CYP2C9 inhib, CYP2C9 act, Pyk2 oligo antag, Ecoli WT expand, PostGolgi yeast
CCc1cc2c(=O)nc3n(c2s1)Cc1ccccc1/C3=C(/O)c1ccc(F)cc1
    -7, ., 13, 9, 14, 0.9, -1.1, -11, 1
COc1ccc(-n2c(=O)c3c4c(sc3n(CC(=O)NCc3ccco3)c2=O)CCC4)c(OC)c1
    -6, 0.64, 11, 8, ., ., -0.23, -4, 1
COc1ccc(-c2cc(-c3cccs3)c(C#N)c(SCC(=O)NCc3ccco3)n2)cc1
    ., 0.015, 12, ., 85*, 0.2, -1.9, 4, -14
CC(C)OC(=O)C(C#N)c1nc2ccccc2nc1N1CCN(Cc2ccccc2)CC1 (centres undefined)
    -8, -0.052, 9, 6, 63*, 0.4, -0.9, -5, 5
CC1CN(Cc2nc3c(c(=O)n(C)c(=O)n3C)n2CCCc2ccccc2)CC(C)O1 (centres undefined)
    -7, -0.78, ., 6, ., ., -0.51, ., .
CCS(=O)(=O)N1CCCC(C(=O)NC2CCCCC2)C1 (centres undefined)
    -1, 0.37, -9, -1, 3, 1, 0.51, 9, -14
Cc1cccc(COc2ccc(/C(O)=C3\C(=O)C(=O)N(CCN(C)C)C3c3ccncc3)cc2)c1 (centres undefined)
    -6, -0.064, 21, 10, -6, 1.1, 0.89, -14, -3
Cc1ccc(C2/C(=C(/O)c3cnn(-c4ccccc4)c3C)C(=O)C(=O)N2CCN2CCOCC2)o1 (centres undefined)
    0, -0.14, 8, -2, 13, 0.9, 0.65, -9, -8
O=C(COc1ccccc1O)Nc1ccc(Cl)cc1
    9, -1.4, 6, -11, 60*, 0.4, 0.91, 2, 1
Cc1ccc(NC(=O)Nc2cccs2)c(Cl)c1
    -10, 0.83, 1, 10, 15, 0.8, 0.63, -1, 18
COc1ccc(-c2cc(C#N)nc(N3CCNCC3)n2)cc1
    14, 0.79, 6, -14, 3, 1, 0.78, 21, -1
CCOc1ccc(N2CC(=O)SC2=S)cc1
    4, 0.047, 6, -8, 21, 0.8, -0.31, 5, 10
Cc1ccc(CSCCNC(=O)CN2C(=O)c3ccccc3S2(=O)=O)cc1
    1, -0.012, ., -1, ., ., 0.25, ., .
CCCN1C(=O)N(C)C(N(O)C(=O)NC)C1(C)C (centres undefined)
    12, -0.86, 6, -10, 4, 1, -0.56, -2, -4
CC(=O)N1CCc2cc(S(=O)(=O)NCCC(=O)Nc3cccc(C)c3C)ccc21
    ., -1.4, 13, ., -8, 1.1, 0.53, -11, -3
O=C(/C=C/c1ccccc1)NNC(=O)C1CC1
    -4, -0.98, 5, 6, 14, 0.9, -0.18, 4, 1
COc1ccc(NC(=O)C2CCN(S(=O)(=O)c3cccc4cccnc34)CC2)cc1
    22, 0.42, 12, -25, -53, 1.5, ., 3, -4
CC(C)C(=O)Nc1ccc(NC(=O)c2cccc(F)c2)cn1
    29, 1.7, -2, -30, -2, 1, -0.67, 6, 19
COc1cc(-c2nnc(SCc3cc(=O)oc4cc(C)ccc34)o2)cc(OC)c1OC
    -5, 0.53, 15, 4, 83*, 0.2, -0.94, 5, -2
O=C(O)c1cscn1
    10, -0.54, 0, -11, -4, 1, -0.5, -2, 5
O=C(NCc1nc2ccccc2[nH]1)c1cccs1
    4, -0.23, 15, -7, 17, 0.8, ., 17, -1
Cc1cc(C(=O)CSc2nc3ccccc3c(=O)[nH]2)c(C)n1C
    6, -0.46, 11, -9, 49, 0.5, -0.3, -1, -4
NC(=O)Cn1c(=O)n(Cc2ccco2)c(=O)c2c3c(sc21)CCCCC3
    0, 1.3, 8, 2, 18, 0.8, -0.6, 0, -3
COc1ccccc1/C=C/CN1CCOCC1
    7, -0.8, 3, -9, -18, 1.2, -0.65, 0, 2
O=C(CSc1nnc(-c2ccc(Cl)s2)o1)N1CCCc2ccccc21
    -24, 1.3, 2, 24*, 0, 1, -0.33, -14, -8
Oc1ccccc1N=Nc1nc(-c2ccccc2)c(-c2ccccc2)[nH]1
    -4, -0.95, -1, 0, 54*, 0.5, -3.8*, -10, -6
CC1CN(c2nn3c(=O)c4ccccc4nc3c3ccccc23)CC(C)O1 (centres undefined)
    11, -0.25, -6, -11, 17, 0.8, -1.6, -6, 7
CCN1CCCC1Cn1cnc2c([nH]c3cc(OC)ccc32)c1=O (centres undefined)
    -5, 0.08, -4, 6, 2, 1, 0.74, 2, 17
CCc1ccc(S(=O)(=O)NCCc2cn3ccsc3n2)s1
    -7, -0.65, -2, 7, 48, 0.5, ., -1, -4
Cc1ccc(-c2ccc(CCC(=O)O)n2NC(=O)c2ccco2)cc1
    -2, 1.1, 17, 1, -2, 1, -0.87, 2, -8
Cc1ccc(S(=O)(=O)Nc2nonc2C)cc1
    -4, ., 6, 3, 13, 0.9, 0.05, 4, 1
CC(C)N(C#N)c1nc(N2CCOCC2)nc(N2CCOCC2)n1
    -8, 0.012, -2, 8, 45, 0.5, 0.69, -1, -5
O=C(c1scc2c1CCCC2)N1CCOCC1
    -16, -1.1, -3, 16, -2, 1, 0.2, -12, -3
COc1cccc2sc(N3CCN(c4nc5ccccc5s4)CC3)nc12
    -1, -0.046, 0, 0, -7, 1.1, 0.64, -3, 11
CCOc1nc(SC(C(C)=O)C(=O)Nc2ccccc2)nc(N(C)C)n1 (centres undefined)
    -5, -1.1, 16, 9, ., ., 2.3, -10, 4
Cc1ccc(C)c(C(=O)NCc2ccncc2)c1
    24, -1.2, -3, -23, 54*, 0.5, -0.2, 17, 35*
O=C(Nc1cc(C(F)(F)F)ccc1N1CCOCC1)c1cccnc1Cl
    -2, 0.041, 2, 4, 9, 0.9, -0.29, 3, -2
CCOc1ccc(NC(=O)C2CCN(C(=O)NCc3ccccc3)CC2)cc1
    2, 0.034, 8, -4, -5, 1, 0.05, -16, -7
CCOC(=O)c1c(C)c(C(=O)NCCCN2CCCC2=O)c(C)n1CC
    -6, -0.76, 8, 4, -10, 1.1, -0.21, -5, 4
Cc1ccc(Sc2nnc(Cc3ccccc3)c3ccccc23)cc1
    8, -0.59, 34*, -4, -42, 1.4, -1.7, -6, 9
Cc1cc(=O)n2[nH]c(-c3ccccc3Cl)cc2n1
    -4, 0.52, 1, 2, ., ., 0.1, 29, -6
COc1ccc(NC(=O)CSc2nc(N)c(C(=O)Nc3ccc(N(C)C)cc3)s2)cc1
    12, 0.42, -3, -11, 46, 0.5, -0.33, -4, -1
COC(=O)C(CCCCN1C(=O)C2C3C=CC(C3)C2C1=O)N1C(=O)C2C3C=CC(C3)C2C1=O (centres undefined)
    -2, -0.93, 11, 1, 59*, 0.4, 0.57, 6, -3
COc1ccc(-c2nnc(SCc3csc(N)n3)n2C)cc1
    ., -0.67, -4, ., 12, 0.9, 0.52, -2, 13
CC(=O)Nc1nc2c(c3c1c(=O)oc1ccccc13)CC(C)CC2 (centres undefined)
    2, 0.061, 26, -4, ., ., ., 2, -3
CCOC(=O)c1cccc(Nc2nc(-c3cccnc3)nc3ccccc23)c1
    -5, ., 68*, 8, 88*, 0.1, -3.6*, -15, 4
COC(=O)c1cc(Br)c(=O)n(Cc2ccc3c(c2)OCO3)c1
    6, -1.4, 0, -10, 80*, 0.2, 0.21, 8, 21
O=C(c1cc2nc(-c3ccccc3)cc(C(F)(F)F)n2n1)N1CCOCC1
    -6, 0.11, -1, 3, 22, 0.8, -0.71, -8, 1
CNS(=O)(=O)c1ccc(NC(=O)C(CCSC)NC(N)=O)cc1 (centres undefined)
    0, -0.17, 4, 0, 47, 0.5, 0.28, 7, 13
COc1ccc(OC)c(C(=O)CSc2nccc(-c3ccc(Br)cc3)n2)c1
    ., -0.95, 7, ., 79*, 0.2, -1.1, -9, 19
CC(C)(CS(=O)(=O)[O-])NC(=O)CC[N+](C)(C)CCO
    -2, -0.26, 7, 2, -8, 1.1, 0.16, 2, -2
COc1cc(NC(=O)Cc2ccccc2)cc(OC)c1
    2, -0.41, -7, -5, 38, 0.6, 0.25, 13, -1
CC(=O)c1c(N)[nH]c(-c2ccccc2)nc1=S
    -5, 0.11, 9, 4, 16, 0.8, -0.4, -4, 16
COC(=O)c1cc(C(=O)OC)cc(N2C(=O)CC(Sc3nc(C)cc(C)n3)C2=O)c1 (centres undefined)
    0, 0.68, 0, 4, 42, 0.6, 0.13, 1, -2
CCS(=O)(=O)c1nc(NC(C)=O)n[nH]1
    -6, -0.14, -6, 4, -9, 1.1, -0.19, 2, 18
O=c1nc(N2CCOCC2)ccn1Cc1ccc(Br)cc1
    -7, -0.33, 23, 3, -23, 1.2, 0.13, 9, -5
CN1CCN(c2nc(-c3ccccc3)nc3c2oc2ccccc23)CC1
    ., 1.9, ., ., -3, 1, 0.24, ., .
CCc1ccc2[nH]c(=O)c(CN(Cc3ccccc3OC)C(=O)Nc3ccccc3OC)cc2c1
    -17, 0.013, 45*, 18, 93*, 0.1, -1.3, -15, 1
COc1ccc(N2CCN(c3oc(COc4ccc(Cl)cc4Cl)nc3C#N)CC2)cc1
    -8, 0.82, 6, 8, 50, 0.5, 0.91, -9, -7

# By substructure, the entries above with an aryl thioether with sulfur outside any ring (ten)
# Values run as follows: LYP act, hDAT+cocaine, PostGolgi ctrl, PTPN22 inh 2, CYP2C9 inhib, CYP2C9 act, Pyk2 oligo antag, Ecoli WT expand, PostGolgi yeast
COc1ccc(-c2cc(-c3cccs3)c(C#N)c(SCC(=O)NCc3ccco3)n2)cc1
    ., 0.015, 12, ., 85*, 0.2, -1.9, 4, -14
COc1cc(-c2nnc(SCc3cc(=O)oc4cc(C)ccc34)o2)cc(OC)c1OC
    -5, 0.53, 15, 4, 83*, 0.2, -0.94, 5, -2
Cc1cc(C(=O)CSc2nc3ccccc3c(=O)[nH]2)c(C)n1C
    6, -0.46, 11, -9, 49, 0.5, -0.3, -1, -4
O=C(CSc1nnc(-c2ccc(Cl)s2)o1)N1CCCc2ccccc21
    -24, 1.3, 2, 24*, 0, 1, -0.33, -14, -8
CCOc1nc(SC(C(C)=O)C(=O)Nc2ccccc2)nc(N(C)C)n1 (centres undefined)
    -5, -1.1, 16, 9, ., ., 2.3, -10, 4
Cc1ccc(Sc2nnc(Cc3ccccc3)c3ccccc23)cc1
    8, -0.59, 34*, -4, -42, 1.4, -1.7, -6, 9
COc1ccc(NC(=O)CSc2nc(N)c(C(=O)Nc3ccc(N(C)C)cc3)s2)cc1
    12, 0.42, -3, -11, 46, 0.5, -0.33, -4, -1
COc1ccc(-c2nnc(SCc3csc(N)n3)n2C)cc1
    ., -0.67, -4, ., 12, 0.9, 0.52, -2, 13
COc1ccc(OC)c(C(=O)CSc2nccc(-c3ccc(Br)cc3)n2)c1
    ., -0.95, 7, ., 79*, 0.2, -1.1, -9, 19
COC(=O)c1cc(C(=O)OC)cc(N2C(=O)CC(Sc3nc(C)cc(C)n3)C2=O)c1 (centres undefined)
    0, 0.68, 0, 4, 42, 0.6, 0.13, 1, -2
